BoNT-A LC inh2: blocks Botulinum neurotoxin A light chain protease; multiplex microsphere protease substrate cleavage, flow cytometry; inhibition, % at 10 µM; 360,000 tested, 0.17% active; AID 588499; in the data active = inhibition above about 30%; inconclusive = no clear call, values can overlap the other calls; also: plate controls were buffer without enzyme for full effect and enzyme alone for no effect
FadD28 FP inh: inhibitors of Mycobacterium tuberculosis FadD28 bisubstrate binding; FadD28 bisubstrate probe binding, fluorescence polarization; inhibition, % at 12.5 µM; 360,000 tested, 0.22% active; AID 588549; in the data active = inhibition above about 8.5%, passing the limit was not always enough; inconclusive = no clear call, values can overlap the other calls
Mtb UGM inh: blocks M. tuberculosis UGM enzyme; P9WIQ1; purified UGM, fluorescence polarization probe displacement; inhibition, % at 10 µM; 320,000 tested, 0.06% active; AID 504406; in the data active = inhibition above about 10%, passing the limit was not always enough; inconclusive = no clear call, values can overlap the other calls
Target sequence (P9WIQ1 whole entry, looked up): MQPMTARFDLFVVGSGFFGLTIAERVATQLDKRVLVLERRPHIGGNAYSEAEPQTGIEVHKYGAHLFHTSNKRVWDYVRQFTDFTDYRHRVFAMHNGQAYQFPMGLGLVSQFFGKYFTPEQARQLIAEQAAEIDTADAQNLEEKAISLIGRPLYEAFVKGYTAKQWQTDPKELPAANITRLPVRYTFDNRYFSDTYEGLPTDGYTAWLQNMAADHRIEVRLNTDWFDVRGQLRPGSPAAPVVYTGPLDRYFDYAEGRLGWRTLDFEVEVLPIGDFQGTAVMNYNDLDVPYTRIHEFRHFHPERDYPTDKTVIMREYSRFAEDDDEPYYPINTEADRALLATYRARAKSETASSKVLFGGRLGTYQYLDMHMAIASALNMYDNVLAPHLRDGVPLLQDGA
PrPC TRFRET: inhibitors of human cell surface prion protein PrPC. TR-FRET read-out. AID 720596. P04156. 370,000 tested, 0.43% active. inhibition, % at 13.8 µM; in the data active = inhibition above about 24%; also: 0% = median of the test wells and 100% = reference compound wells
Mtb FBA inh: Mtb fructose-bisphosphate aldolase inhibition | 360,000 tested, 2.3% active | inhibition, % at 1 µM | P9WQA3 | purified M. tuberculosis FBA, fluorescence read-out; in the data active = inhibition above about 27%;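 also: 0% = vehicle and 100% = reference inhibitor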
Target sequence (P9WQA3 whole entry, looked up): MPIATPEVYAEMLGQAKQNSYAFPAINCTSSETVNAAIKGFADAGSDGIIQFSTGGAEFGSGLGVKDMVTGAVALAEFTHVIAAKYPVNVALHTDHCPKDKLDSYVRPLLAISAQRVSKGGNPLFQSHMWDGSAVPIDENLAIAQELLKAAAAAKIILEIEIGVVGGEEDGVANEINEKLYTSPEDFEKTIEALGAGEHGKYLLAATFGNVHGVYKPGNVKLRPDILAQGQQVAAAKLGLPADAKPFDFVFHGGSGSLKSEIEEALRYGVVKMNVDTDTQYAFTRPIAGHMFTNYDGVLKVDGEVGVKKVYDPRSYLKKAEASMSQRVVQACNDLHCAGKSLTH
GDH-TPI counter: GDH-TPI coupled enzyme inhibition counter-screen; GDH-TPI coupled enzyme counterscreen, NADH absorbance; inhibition, % at 4.8 µM; 360,000 tested, 1.2% active; AID 588335;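 also: 0% = DMSO wells and 100% = wells lacking the enzyme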
BioA inh: inhibitors of Mycobacterium tuberculosis BioA enzyme. purified M. tuberculosis BioA enzyme, plate reader. inhibition, % at 9.99 µM. 360,000 tested, 0.096% active. AID 602481; in the data active = inhibition above about 40%; inconclusive = no clear call, values can overlap the other calls
CCHFV vOTU inh: blocks the CCHF virus ovarian tumor domain protease; CCHFV vOTU protease, Pep-AMC fluorescence; inhibition, % at 11.5 µM; 370,000 tested, 0.55% active; AID 651958; also: 0% = vehicle wells with enzyme and 100% = no enzyme wells
BoNT-F LC inh: blocks Botulinum neurotoxin F light chain protease; Multiplex microsphere protease cleavage assay, flow cytometry; inhibition, % at 10 µM; 360,000 tested, 0.22% active; in the data active = inhibition above about 35%, passing the limit was not always enough; inconclusive = no clear call, values can overlap the other calls; also: plate controls were buffer without enzyme for full effect and enzyme alone for no effect
The depositor's hits bear a star; ? = inconclusive; . = no result given. Rule as the data show it, unless noted: active = inhibition above about 30%; inactive = the rest.

SMILES	BoNT-F LC inh	BioA inh	Mtb UGM inh	BoNT-A LC inh2	Mtb FBA inh	PrPC TRFRET	CCHFV vOTU inh	FadD28 FP inh	GDH-TPI counter
O=C(NCCNc1ccc([N+](=O)[O-])cc1)c1ccccc1F	?	1.0	4.5	0.9	-6	-6	-12	-3.3	2
COc1cc2cc(C#N)c(SCC(=O)N3CCOCC3)nc2cc1OC	-10	-1.4	0.9	0.2	6	-4	2	-3.4	12
Cc1csc(SC(C)c2nc3scc(-c4ccccc4)c3c(=O)[nH]2)n1 (configuration not stated)	4	.	1.8	-0.2	-3	-1	10	-3.7	1
CCn1c(CNC(=O)c2ccc(F)cc2)cc2ccccc21	-9	0.1	1.4	-1.7	1	5	7	-0.1	8
COc1ccc(-c2cc(C(F)(F)F)c3c(n2)sc2c(O)cc(=O)[nH]c23)c(OC)c1	7	.	-3.5	29	0	0	9	-11	14
CC1SC(c2ccc(Cl)cc2Cl)NC1=O (configuration not stated)	5	0.3	1.8	-1.1	6	0	8	1.1	9
Clc1ccc(-c2csc(N3CCOCC3)n2)cc1	-5	.	.	-0.6	0	3	-26	-2.2	-4
COc1ccc(NS(=O)(=O)c2cccc(C(=O)N3CCCC(C)C3)c2)cc1 (configuration not stated)	-10	0.1	-1.7	-5.9	1	-6	-7	-2.2	-6
CC(=O)c1cc(C#N)c(SCC(=O)O)nc1C	3	-3.3	-0.6	1.4	0	-5	-3	1.0	7
COc1ccc(N(CC(=O)Nc2ccc3c(c2)OCO3)S(=O)(=O)c2ccccc2)cc1OC	-9	-2.5	1.9	0.0	-2	9	2	-0.8	7
C=CCn1nnnc1SCC(=O)Nc1ccccc1C(=O)OC	-11	-0.8	-2.9	-0.3	5	4	-11	-1.5	0
COC(=O)C1C(=O)CC(C)(O)C(C(=O)OC)C1c1ccccc1F (configuration not stated)	-16	-2.1	-0.1	0.6	-1	1	8	0.0	9
Clc1ccc(CNc2ccc(N3CCN(Cc4ccccc4)CC3)cc2)cc1	?	0.8	-0.5	2.5	2	6	5	-4.9	-5
COc1ccc(CCNC(=O)c2nnn(-c3cc(C)cc(C)c3)c2N)cc1OC	-3	-0.2	3.0	-1.2	2	12	14	-1.7	7
CCOc1ccc(NS(=O)(=O)c2ccc(C(=O)NCC(c3cccs3)N3CCOCC3)cc2)cc1 (configuration not stated)	-1	-0.1	0.2	-0.8	-2	-5	12	-5.3	2
Cc1ccc(NC(=O)Cn2c(=O)cnc3ccccc32)cc1S(=O)(=O)N1CCOCC1	7	5.5	-1.5	4.9	9	-11	7	-0.4	22
CCCCn1c(O)c(C(C)=NC(C)c2ccccc2)c(=O)[nH]c1=O (configuration not stated)	-5	1.4	-0.7	-1.1	1	1	3	-2.0	2
O=C(CN1C(=O)NC2(CCCC2)C1=O)NCc1ccc(F)cc1	-2	.	2.0	-0.4	5	3	2	-1.8	2
O=C(NCCN1CCC(n2c(=O)[nH]c3ccccc32)CC1)c1cccc(Cl)c1	0	.	.	-0.3	.	-11	6	.	.
Cc1ccc(CCNC(=O)c2ccc3nc4ccccc4c(=O)n3c2)cc1	-16	3.0	1.1	-0.6	13	-4	-7	-3.4	5
COc1ccc(NC(=O)c2cc(OC)c(OC)c(OC)c2)cn1	-1	2.1	-1.8	-1.0	-4	-1	4	-2.6	-2
COC(=O)CN1C(=O)[C@H]2[C@@H](/C=C/c3ccccc3)N3C(=O)CN(CC4CC4)C(=O)[C@@]3(Cc3ccccc3)[C@H]2C1=O	5	-0.8	1.5	0.4	5	-2	6	-2.0	13
COc1ccccc1OCc1ccc(C(=O)NC(C)c2ccccc2)o1 (configuration not stated)	25	-1.4	-0.8	-3.9	0	4	10	-1.8	11
O=C(CN1C(=O)NC(Cc2ccccc2)C1=O)Nc1ccc(OC(F)(F)F)cc1 (configuration not stated)	-2	-1.0	-0.1	-0.3	-2	-1	12	-1.3	2
COc1ccc(S(=O)(=O)NCC(=O)N(CC(=O)NCc2ccco2)C2CCCC2)cc1	-8	0.5	-1.1	0.0	1	0	9	1.3	-5
COc1ccccc1N(C(=O)c1ccco1)C(C(=O)NC1CCCCC1)c1cc(OC)c(OC)c(OC)c1 (configuration not stated)	-11	3.9	0.8	-1.3	1	1	11	-0.4	1
c1ccc2c(c1)CNc1ccccc1-2	-8	.	.	-0.2	1	-3	11	1.1	14
CCOC(=O)C1CCN(C(=O)CN(c2ccc3c(c2)OCCO3)S(C)(=O)=O)CC1	0	-0.2	.	-0.6	1	1	-1	-1.9	13
CC(OC(=O)Cc1n[nH]c(=O)c2ccccc12)C(=O)Nc1cccc([N+](=O)[O-])c1 (configuration not stated)	2	.	1.6	0.2	-2	-18	-10	1.0	1
O=C(Cc1ccc(NC(=O)C2CCCN(C(=O)C3CCCC3)C2)cc1)Nc1cccc(C(=O)N2CCCC2)c1 (configuration not stated)	-6	-0.1	.	-0.1	0	5	7	-3.1	-11
O=C(CN1CCCC1)N/N=C/c1c(O)ccc2ccccc12	?	-1.1	0.5	4.3	-1	3	-10	-0.3	8
COC(=O)C(NC(=O)c1ccccc1C)(Nc1ncc(S(=O)(=O)c2ccc([N+](=O)[O-])cc2)s1)C(F)(F)F (configuration not stated)	2	1.6	0.1	0.6	-1	-10	12	-5.8	11
Cc1c(Cl)cccc1NC(=O)CSc1sc2c(O)cc(=O)[nH]c2c1C#N	-16	-0.4	-0.1	-3.4	-1	5	-5	-2.0	21
CCN(CC(=O)Nc1c(F)cccc1F)C(=O)CCc1nc2cc(S(=O)(=O)N3CCOCC3)ccc2n1C	6	.	-1.9	-0.3	-1	-8	5	-3.9	-11
CCc1nnc2n1N=C(c1ccc(-c3cc(Cl)ccc3Cl)o1)CS2	10	1.2	-0.2	0.6	3	2	8	-0.7	14
CC(OC(=O)c1cccc(-n2cnnn2)c1)C(=O)c1ccccc1 (configuration not stated)	-1	1.0	-1.0	-0.7	1	5	6	-0.9	-3
CC1=NS(=O)(=O)NC(C)(C)C1	-2	.	.	0.1	-1	4	6	-3.3	-1
COc1ccccc1N1CCN(C(=O)c2cc(S(=O)(=O)N3CCCCC3)ccc2C)CC1	-9	1.5	-0.7	0.1	-3	-2	16	-3.6	0
CCOc1ccccc1C(=O)N1CCC(C(=O)c2ccc(F)cc2)CC1	-3	-1.6	-0.9	-0.5	0	2	12	-1.6	-5
COc1cc(/C=N/n2c(C)nc3ccccc3c2=O)ccc1O	-12	-1.1	0.2	-2.6	-2	-4	-6	-1.0	21

Sorted by length of the SMILES (lowest first): some entries from above
SMILES	BoNT-F LC inh	BioA inh	Mtb UGM inh	BoNT-A LC inh2	Mtb FBA inh	PrPC TRFRET	CCHFV vOTU inh	FadD28 FP inh	GDH-TPI counter
O=C(CN1CCCC1)N/N=C/c1c(O)ccc2ccccc12	?	-1.1	0.5	4.3	-1	3	-10	-0.3	8
COc1cc(/C=N/n2c(C)nc3ccccc3c2=O)ccc1O	-12	-1.1	0.2	-2.6	-2	-4	-6	-1.0	21
Cc1c(Cl)cccc1NC(=O)CSc1sc2c(O)cc(=O)[nH]c2c1C#N	-16	-0.4	-0.1	-3.4	-1	5	-5	-2.0	21
COC(=O)C(NC(=O)c1ccccc1C)(Nc1ncc(S(=O)(=O)c2ccc([N+](=O)[O-])cc2)s1)C(F)(F)F (configuration not stated)	2	1.6	0.1	0.6	-1	-10	12	-5.8	11

Further structures
SMILES	BoNT-F LC inh	BioA inh	Mtb UGM inh	BoNT-A LC inh2	Mtb FBA inh	PrPC TRFRET	CCHFV vOTU inh	FadD28 FP inh	GDH-TPI counter
C[C@@H]1CN([C@H](C)CO)C(=O)c2c(c3ccccc3n2C)-c2ccccc2CO[C@H]1CN(C)Cc1ccccc1	0	-4.6	.	0.1	3	-4	-1	-1.8	19
Cc1ccccc1Cn1cc(NC(=O)c2noc3c2CC(C(C)(C)C)CC3)cn1 (configuration not stated)	-1	-0.3	2.8	?	2	-8	-20	-2.5	11
O=C(N/C(=C/c1ccccc1)C(=O)N1CCCCC1)c1ccc(Br)o1	10	-0.2	0.0	2.1	4	7	6	-1.4	15
CCOC(=O)COc1ccc2cc(C(=O)OCC)c(=O)oc2c1	-1	0.4	-0.3	0.6	184*	-16	-109	-0.5	38*
Nc1cc(C(=O)OCC(=O)NNC(=O)c2cccs2)ccc1Cl	18	-0.1	1.5	0.7	3	2	-3	-0.4	-7
CC(Oc1ccccc1)c1ccnn1S(C)(=O)=O (configuration not stated)	2	0.6	-2.2	0.9	18	7	10	-1.5	12
CC(=O)N1N=C(c2ccco2)CC1c1ccc(C)cc1 (configuration not stated)	-11	3.6	-0.1	-0.5	-2	-6	-17	-0.5	4
CC(=O)c1ccc(N2CCN(C(=O)c3cc4c(s3)CCCC4)CC2)cc1	-1	.	-0.3	-0.1	1	14	5	-5.9	14
CC(=O)Nc1ccc(S(=O)(=O)Oc2ccccc2N2C(=O)C3C4CCC(C4)C3C2=O)cc1 (configuration not stated)	-7	0.2	-2.3	-0.4	0	-5	4	.	0
Cc1nnc(NC(=O)CCC2CCCCC2)s1	-4	-1.2	.	0.5	2	-6	1	2.2	0

Individual results from above:
Cc1ccccc1Cn1cc(NC(=O)c2noc3c2CC(C(C)(C)C)CC3)cn1 (configuration not stated) in Mtb FBA inh → 2
CC(Oc1ccccc1)c1ccnn1S(C)(=O)=O (configuration not stated) in CCHFV vOTU inh → 10
Nc1cc(C(=O)OCC(=O)NNC(=O)c2cccs2)ccc1Cl in BoNT-A LC inh2 → 0.7
O=C(N/C(=C/c1ccccc1)C(=O)N1CCCCC1)c1ccc(Br)o1 in BioA inh → -0.2
CC(=O)c1ccc(N2CCN(C(=O)c3cc4c(s3)CCCC4)CC2)cc1 in Mtb UGM inh → -0.3

(next part)
SMILES	BoNT-F LC inh	BioA inh	Mtb UGM inh	BoNT-A LC inh2	Mtb FBA inh	PrPC TRFRET	CCHFV vOTU inh	FadD28 FP inh	GDH-TPI counter
O=C1CCCN1CCCNS(=O)(=O)c1ccc(Br)cc1	-11	.	-0.8	-2.1	2	6	6	1.6	4
CC1=C(C(=O)N(C)C)CC(CC(=O)NCC2CCCCC2)C(=O)N1CCCN1CCCC1=O (configuration not stated)	-1	-0.9	.	-0.6	2	-1	0	-2.5	1
CCCCn1nc(NC(=O)c2cccs2)c2cc3ccccc3nc21	4	0.3	2.2	3.4	8	-28	-4	-10	2
COc1ccc(OC)c2nc3c(C(=O)NCCN(C)C)cccc3nc12	0	.	.	0.1	-3	-20	10	-0.6	15
CCOc1ccc(NC(=O)CN(C)C(=O)C2=COCCO2)cc1OCC	-4	.	0.3	-1.5	1	-2	5	-0.8	19
CC1CCCN(C(=O)COC(=O)/C=C/c2ccc(C(F)(F)F)cc2)C1 (configuration not stated)	5	-0.4	-2.0	0.3	0	-1	5	-4.5	9
OC1C2CN3CCN(C2)CC1(Cc1ccccc1)C3 (configuration not stated)	4	-0.2	-3.2	-0.4	1	6	-5	-3.1	-4
CCN1CCc2c(sc(NC(=O)Cc3ccccc3)c2C(=O)OC)C1	-6	12	-3.8	-0.1	-1	-1	-2	-2.8	-4
COC(=O)C1=CN(C)C=C(C(=O)OC)C1c1ccsc1	-6	-2.8	.	0.0	70*	-4	-131	-0.1	3
